Screening results (PubChem BioAssay)
RAD54 inh – RAD54 (human) branch migration inhibition; RAD54 Holliday junction branch migration, FAM/BHQ fluorescence; actives 0.14% (n = 360,000); AID 602329; Q92698; inhibition, % at 10.4 µM;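 active = mean normalized replicate activity at least 40 and at least half of replicates scoring 40 or more; inconclusive = only one of the two criteria met; inactive = mean below 40 and under half of replicates reaching 40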;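 note: 0% = median of neutral control wells and 100% = median of positive control wells; inhibitors cause a drop in the FAM fluorescence signal; in these data hits start at about 50%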
Xi reactivation – reactivates the inactive X chromosome in mouse fibroblasts. XiGFP mouse fibroblasts, % GFP-positive cells imaging, 3 d; cells co-treated with 5-aza-dC sensitizer; scaled so ellipticine positive control = 100%. activation, % at 7.58 µM. actives 0.055% (n = 360,000). AID 743238;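 active = mean normalized replicate activation at least 10% and every replicate at or above 10%; inconclusive = only one of the two criteria met; inactive = mean below 10% and not all replicates reach 10%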;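 note: 0% = median of on-plate neutral control wells and 100% = ellipticine 6 µM median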
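System: 68-5-11 XiGFP fibroblast line | Buffer or medium: DMEM containing 5-aza-dC | Compound: Single point | Times: Compounds 3 days, fix/stain 15 min at room temperature | Benchmarks: Positive control ellipticine, 6 µM final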
RAD52 anneal inh – blocks human RAD52 DNA annealing | P43351 | actives 0.46% (n = 360,000) | inhibition, % at 18.7 µM | recombinant RAD52 DNA annealing, FRET fluorescence;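 active = every replicate showing at least 50% inhibition; inconclusive = mean inhibition at least 50% but not in every replicate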
esBAF inh – SWI/SNF esBAF complex inhibition | mouse ES cells, Bmi1-luciferase knock-in reporter, 24 h; 100% = twice the neutral-well signal | reporter increase, % at 12.5 µM | actives 2% (n = 350,000) | AID 602393; in the data active = activation above about 40%; inconclusive = no clear call, values can overlap the other calls;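 note: 0% = median of the plate's neutral control wells and 100% = double that signal; a rise in the Bmi1 reporter signal indicates esBAF inhibition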
GSIS activator – primary screen for activators of insulin secretion dependent on glucose, INS-1E cells, GLuc reporter luminescence. INS-1E GLuc reporter insulin secretion, 2-3 h. activation, % at 16.6 µM. actives 0.61% (n = 370,000). AID 743287;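 active = lowest replicate activation of at least 40%, so every replicate reaches that level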;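 note: 0% = median of neutral control wells and 100% = median of IBMX positive control wells; some compounds called inactive have numbers as strong as hits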
ERAP1 inh – inhibitors of human ERAP1 aminopeptidase | actives 0.15% (n = 340,000) | recombinant ERAP1, Leu-AMC fluorescence, 60 min | Q9NZ08 | inhibition, % at 10.7 µM | AID 652197;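 active = mean replicate inhibition of at least 30%, or all replicates individually reaching that 30% level; inactive = mean below 30% and not every replicate reaching it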;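 note: 0% = neutral control wells and 100% = L-leucinethiol positive control wells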
Target sequence (Q9NZ08 whole entry, looked up): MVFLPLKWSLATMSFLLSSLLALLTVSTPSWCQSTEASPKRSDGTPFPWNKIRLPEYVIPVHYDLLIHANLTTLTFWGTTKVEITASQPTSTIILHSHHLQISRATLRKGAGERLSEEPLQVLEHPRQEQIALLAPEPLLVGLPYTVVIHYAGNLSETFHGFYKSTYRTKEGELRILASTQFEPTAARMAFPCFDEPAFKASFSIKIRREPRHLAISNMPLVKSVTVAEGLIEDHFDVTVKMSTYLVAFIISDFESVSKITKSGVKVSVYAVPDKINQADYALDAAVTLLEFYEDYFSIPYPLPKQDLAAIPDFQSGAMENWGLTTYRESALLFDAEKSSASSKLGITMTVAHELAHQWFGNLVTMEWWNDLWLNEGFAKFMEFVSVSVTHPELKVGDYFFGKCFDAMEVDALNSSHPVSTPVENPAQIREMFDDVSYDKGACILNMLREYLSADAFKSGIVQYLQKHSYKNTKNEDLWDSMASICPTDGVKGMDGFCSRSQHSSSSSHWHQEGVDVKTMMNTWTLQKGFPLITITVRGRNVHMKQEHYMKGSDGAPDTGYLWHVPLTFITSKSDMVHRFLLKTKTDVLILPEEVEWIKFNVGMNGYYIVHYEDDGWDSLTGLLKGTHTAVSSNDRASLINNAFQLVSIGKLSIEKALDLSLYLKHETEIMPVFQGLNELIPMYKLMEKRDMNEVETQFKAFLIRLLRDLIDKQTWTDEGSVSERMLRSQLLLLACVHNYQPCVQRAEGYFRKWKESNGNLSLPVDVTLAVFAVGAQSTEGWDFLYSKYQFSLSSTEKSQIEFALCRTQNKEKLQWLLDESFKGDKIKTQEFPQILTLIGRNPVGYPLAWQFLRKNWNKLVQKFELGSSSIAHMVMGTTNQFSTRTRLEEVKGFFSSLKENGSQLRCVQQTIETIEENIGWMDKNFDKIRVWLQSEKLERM
ARNT-TACC3 inh – disruptors of human ARNT/TACC3 interaction; actives 0.66% (n = 390,000); AID 623870; inhibition, % at 9.99 µM; AlphaScreen His-ARNT PAS-B/GST-TACC3 binding, luminescence; TACC3 fragment carries E629A point mutation; Q9Y6A5;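 active = mean inhibition of replicates at least 50% and at least half of replicates each reaching 50%; inconclusive = half or more replicates reach 50% but mean below 50%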;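 note: 0% = complete ARNT plus TACC3 wells and 100% = ARNT alone without TACC3; many hits fall short of the cut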
CFTR F508del cor – CFTR F508del correction in bronchial cells. AID 720511. actives 0.36% (n = 350,000). CFBE cells, YFP halide quenching; stimulated with forskolin plus potentiator P3; % fluorescence drop versus neutral controls. activity (quench increase), % at 7.58 µM;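 active = mean added fluorescence quench of at least 8% versus neutral control, with both replicates also reaching 8%; inconclusive = only one of the mean or replicate conditions met; inactive = mean below 8% and not both replicates reaching 8%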;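 note: cells transiently co-express mutant CFTR-F508del with the halide-sensitive YFP; corrector assay measuring rescue of mutant channel to the surface after 24 h compound exposure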
Starred values were filed as active, the others as inactive; ? = inconclusive; · = not tested or not shown.

molecule	ARNT-TACC3 inh	Xi reactivation	ERAP1 inh	esBAF inh	CFTR F508del cor	GSIS activator	RAD54 inh	RAD52 anneal inh
O=C(O)Cn1c(=O)c2c(c3ccccc31)CCC2	-6	0.1	0	-6	-2.3	-5	8	-13
O=C(CSc1ccccc1F)Nc1ccc(N2CCOCC2)cc1	6	0.1	2	?	-2.3	-11	-5	-7
CCC(C)NC(=O)c1cc(OC)c(OC)c(OC)c1 (stereo unspecified)	-5	·	2	·	-4.4	·	·	-9
CC(C)CC(=O)Nc1c2c(nn1-c1ccc(F)cc1)CS(=O)C2 (stereo unspecified)	-2	0.0	-2	-11	0.7	8	-8	-11
O=C(CCCN1CCC(c2ccccc2)C1)c1ccc2c(c1)OCCO2 (stereo unspecified)	21	·	·	2	·	14	4	·
COc1ccc(C(=O)NCC(C)(c2ccccc2)c2ccccc2)cc1S(=O)(=O)N1CCOCC1	3	-0.1	-1	-2	2.2	-60	15	-5
COCCCn1cc(CN2CC(N(C)C)CS2(=O)=O)nn1 (stereo unspecified)	·	0.4	·	·	-3.2	-1	·	-5
COc1ccc2oc(C(=O)OCC(=O)N(C)C3CCS(=O)(=O)C3)c(C)c2c1 (stereo unspecified)	1	0.0	1	3	1.0	0	3	-13
CCCNC(=O)N1CCC(Cc2ccccc2)CC1	-2	0.1	-2	6	-0.2	2	3	5
Cc1nn(C)c(C)c1Nc1ccc(N2C(=O)C3CC=CCC3C2=O)cc1[N+](=O)[O-] (stereo unspecified)	-2	-0.2	·	·	1.7	·	2	5
CCOc1ccccc1NC(=O)COC(=O)COc1cccc2c1OC(C)(C)C2	·	0.0	-2	-2	2.2	-4	2	10
COc1ccccc1-c1ccc2c(c1)O[C@H](CN(C)Cc1ccc3c(c1)OCO3)[C@H](C)CN([C@@H](C)CO)S2(=O)=O	29	-0.1	2	-6	-3.3	-22	2	28
COc1ccccc1S(=O)(=O)N1C[C@@H](O)COC[C@@H]2O[C@H](CC(=O)O)CC[C@H]21	·	0.1	2	1	-1.0	-1	-2	1
COc1ccc(-c2ccc3c(c2)O[C@@H](CN(C)C(=O)Nc2ccccc2F)[C@@H](C)CN([C@@H](C)CO)S3(=O)=O)cc1	3	-1.4	-2	4	3.3	-12	0	25
CCc1cc(Cn2nc(-c3ccccc3)cc2C(=O)NCc2cccc(C(F)(F)F)c2)on1	-5	0.3	1	7	-1.7	·	-11	0
O=C(C1CCCCC1)N1CC2(C1)[C@@H](c1ccccc1)[C@@H](CO)N2C(=O)c1cccnc1	·	0.0	0	·	0.2	-1	·	4
CC(=O)N(C)C[C@@H]1[C@H](c2ccc(-c3ccccc3)cc2)[C@H](CO)N1C(=O)C1CC1	-6	0.3	1	1	-3.5	6	0	2
CNC(=O)C[C@H]1CC[C@@H]2[C@H](COc3ccc(NC(=O)Nc4ccc(F)cc4)cc3C(=O)N2C)O1	1	0.3	0	2	-1.3	-18	3	-11
CCCNC(=O)[C@H]1[C@H](CO)[C@H]2Cn3c(ccc(-c4ccncc4)c3=O)[C@@H]1N2C(=O)CC1CC1	5	0.4	4	-5	-0.4	10	-8	1
COC(=O)[C@@H]1C[C@H]2CC[C@H](O)C[C@H]2N1Cc1ccc(-c2ccccc2)cc1	6	-0.7	1	-25	3.4	-6	6	-128
COc1ccc(NC(=O)CSc2ccc3c(c2)OCCO3)cc1S(N)(=O)=O	19	0.4	2	·	4.5	15	·	6
Cc1cc(C)c2c(N)c(C(=O)c3ccccc3Cl)sc2n1	0	0.0	2	-7	-2.2	7	-5	-12
CN1CCN(C(=S)C(=O)Nc2ccccc2)CC1	3	0.4	-1	·	1.3	3	·	-18
C=CCn1c(=NC(=O)c2cc(-c3cccs3)nc3ccccc23)sc2cc(S(N)(=O)=O)ccc21	5	0.0	1	·	6.3	·	0	-30
Cc1ccc(S(=O)(=O)N(C)C[C@H]2Oc3ccc(NS(=O)(=O)c4ccc(F)cc4)cc3CC(=O)N([C@@H](C)CO)C[C@@H]2C)cc1	-6	-0.9	0	-3	-0.1	-3	-2	-4
COc1ccc(F)cc1-c1nc(N)nc(N)n1	-4	-0.1	·	-9	5.5	16	-1	7
CCOC(=O)C(C)(C)Oc1ccc(Cl)cc1	12	-0.1	-2	-2	0.8	·	-3	-9
Cn1c(=O)oc2cc(S(=O)(=O)CCC(=O)N3CCN(c4ccccc4)CC3)ccc21	-5	0.5	0	0	-0.1	1	12	-17
CSc1ccccc1C(=O)Nc1cc([N+](=O)[O-])ccc1C	-1	0.3	1	-7	-4.3	-6	0	-5
COc1ccc(O)c(/C=N/N2CCOCC2)c1	-2	-0.2	1	·	4.1	2	-25	-3
O=[N+]([O-])c1cc(Br)c2c(c1)CCN2	·	0.0	0	·	-0.2	-6	-10	0
COc1cc(/C=C(\C#N)c2nc3ccc(C)cc3[nH]2)c([N+](=O)[O-])cc1OC	23	·	·	4	·	-38	4	·
CC(C)N1C(=O)CCN(C=O)c2ccccc21	3	0.0	1	·	-6.2	-10	·	-8
CCOc1ccccc1/C=C/c1onc(C)c1S(=O)(=O)N1CCC(C(=O)NC(C)C)CC1	-6	0.0	-3	0	0.9	1	4	-5
COCCNc1nc2nonc2nc1N(C)Cc1cccc2cnccc12	1	0.0	3	0	0.4	3	1	-14
COc1ccc(OC)c(N(C(=O)c2snc(C(N)=O)c2N)C(C(=O)NCC2CCCO2)c2ccc3ncccc3c2)c1 (stereo unspecified)	·	0.2	19	1	-0.1	-1	0	-10
C[C@H](CO)N1C[C@H](C)[C@H](CN(C)S(=O)(=O)c2cn(C)cn2)Oc2ccc(NC(=O)Nc3ccc(C(F)(F)F)cc3)cc2C1=O	2	0.3	-1	2	2.9	2	-24	-14
COCC(=O)Nc1ccc2c(c1)[C@H]1C[C@H](CC(=O)NCc3ccccc3F)O[C@@H](CO)[C@H]1O2	-4	0.0	-4	0	2.6	2	0	-23
CN(CC(=O)NC1CC(C)(C)NC(C)(C)C1)S(=O)(=O)c1ccc(Br)cc1	-5	0.0	-1	10	-4.4	2	-1	-3
Cc1ccc(S(=O)(=O)Nc2cccc3c2O[C@@H](CN(C)S(=O)(=O)c2ccccc2)[C@H](C)CN([C@H](C)CO)C3=O)cc1	-7	0.1	0	-5	-1.4	5	6	-18
CCC(=O)N1CC2(C1)CN(CC1CCCCC1)[C@@H](CO)c1c2c2ccc(OC)cc2n1C	·	0.2	-9	·	0.2	-8	·	-111
COc1ccccc1CNC(=O)C[C@@H]1CC[C@@H]2[C@H](COC[C@@H](O)CN2Cc2ccc3c(c2)OCO3)O1	2	0.3	2	4	0.3	-4	2	-5
C[C@H](CO)N1C[C@H](C)[C@H](CN(C)Cc2ccc(C(F)(F)F)cc2)OCCCC[C@H](C)Oc2ccc(NC(=O)Nc3ccc(C(F)(F)F)cc3)cc2C1=O	-16	0.1	·	-2	3.0	21	-7	·
O=C(C[C@H]1CC[C@@H]2[C@H](COC[C@@H](O)CN2C(=O)Nc2ccccc2)O1)NC1Cc2ccccc2C1	-7	0.2	-2	2	0.4	-2	4	-5
O=C(C[C@@H]1CC[C@H](NC(=O)Cc2ccccn2)[C@@H](CO)O1)NCCCN1CCOCC1	-15	-0.5	-3	-3	-0.1	34	6	-6
Cc1c(C(=O)N2CCN(C3CCS(=O)(=O)C3)CC2)oc2ccc(Cl)cc12 (stereo unspecified)	3	0.1	1	11	4.5	-7	-14	-8
O=C(/C=C/c1c(F)cccc1Cl)Nc1nc2ccccc2[nH]1	1	1.1	-2	·	·	·	·	3
COc1ccccc1NC(=O)N1CC(=O)N2[C@H](CO)[C@@H](c3ccc(C#CC(C)C)cc3)[C@H]2C1	·	0.0	-1	·	-0.6	-12	·	10
CCN1CCN(CCNC(=O)c2cc(Cl)c(NC(=O)C3=C(C)OCCS3)cc2OC)CC1	-1	0.0	-1	-5	1.7	11	-4	7
C[C@H]1CN([C@@H](C)CO)C(=O)c2cccc(NC(=O)CCCCCC(=O)Nc3ccccc3N)c2O[C@@H]1CN(C)Cc1ccc(-c2ccccc2)cc1	·	-0.4	-1	·	7.0	1	·	7
CC(NC(=O)CCC(=O)c1ccccc1)c1ccc(F)cc1 (stereo unspecified)	-2	0.0	0	5	1.7	1	3	-43
C[C@@H]1CN([C@H](C)CO)C(=O)Cc2cc(NS(=O)(=O)c3cn(C)cn3)ccc2O[C@H]1CN(C)Cc1ccc2c(c1)OCO2	5	0.2	·	5	-2.2	7	-1	·
COc1ccc(N=C2NC(=O)/C(=C\c3ccco3)S2)cc1	13	0.0	-3	21	4.7	8	2	-20
NS(=O)(=O)c1ccc(O)c(NC(=O)c2ccc([N+](=O)[O-])cc2)c1	-1	0.0	-1	·	-1.1	14	1	-7
CC(C)NC(=O)Nc1ccc2c(c1)C(=O)N([C@H](C)CO)C[C@H](C)[C@@H](CN(C)C(=O)NC(C)C)OCCCC[C@H](C)O2	-27	0.1	4	·	-3.3	30	-4	20
Cc1ccc(SCc2c(C(=O)N/N=C/c3ccccc3)nnn2-c2nonc2N)cc1	-3	0.0	4	·	-1.8	-13	·	-9
Cc1ccc[n+](CC(=O)Nc2cc(C(F)(F)F)ccc2Cl)c1	-8	·	·	-4	·	27	1	·
COc1ccc(S(=O)(=O)N(C)c2ccc(C(=O)N3CCN(c4ccccc4)CC3)cc2)cc1OC	3	0.0	1	·	1.3	3	-2	-14
COc1ccc(NC(=O)CSc2nnnn2C)cc1S(=O)(=O)N1CCCCC1	·	0.0	0	5	-2.1	-19	3	-2
Cn1nccc1C(=O)Nc1nnc(C2CC2)s1	-4	0.0	-2	·	3.5	9	1	-7

Next part.
molecule	ARNT-TACC3 inh	Xi reactivation	ERAP1 inh	esBAF inh	CFTR F508del cor	GSIS activator	RAD54 inh	RAD52 anneal inh
CC(=O)c1cccc(-c2ccc3c(c2)C(C)(Cc2ccc(S(C)(=O)=O)cc2)C(=O)N3)c1 (stereo unspecified)	·	?	6	-12	0.9	-15	2	-8
Cc1noc(C)c1NC(=O)N(C)C[C@H]1Oc2ccc(NS(C)(=O)=O)cc2CC(=O)N([C@H](C)CO)C[C@@H]1C	-6	0.2	·	-10	-2.4	6	6	·
C[C@@H]1CN([C@H](C)CO)C(=O)c2cc(C#CC(C)(C)O)cnc2O[C@H]1CN(C)C(=O)CC1CC1	-12	-0.4	1	6	-1.0	5	-9	13
CC(=O)c1nn(-c2ccccc2)c(=Nc2ccccc2)cc1C	·	0.0	5	·	0.3	-2	·	-11
Cc1ncoc1C(=O)N1CCCC(C(=O)c2ccc(-c3ccccc3)cc2)C1 (stereo unspecified)	15	0.0	-7	·	4.3	-13	·	-7
COC(=O)c1ccc(COc2ccccc2/C=N/Nc2cccc(C(=O)O)c2)cc1	-1	0.0	9	·	2.6	13	·	-27
Cc1ccc(S(=O)(=O)N2CCCCC2)cc1NC(=O)Cn1ccc(C(F)(F)F)n1	-4	0.0	0	-16	1.6	6	-10	-8
